# Growth percent in the NCI-60 one-dose screen (48 h, 10 µM unless noted): 100 = growth as untreated, 0 = no growth, -100 = all killed.
# SW-620 = SW-620 colon cancer; actives 5.2% (n = 82,000)
# SNB-75 = SNB-75 CNS cancer. actives 5% (n = 79,000). AID 1794750
# HT29 = HT29 colon cancer; actives 7.4% (n = 81,000)
# HCT-116 = HCT-116 colon cancer; AID 1794798; actives 7.3% (n = 82,000)
# KM12 = KM12 colon cancer cells | actives 5% (n = 82,000)
# SNB-19 = SNB-19 CNS cancer cells | actives 2.5% (n = 81,000)
# SF-268 = SF-268 CNS cancer cells; actives 3.1% (n = 82,000); AID 1794759
# HCT-15 = HCT-15 colon cancer | actives 5.2% (n = 82,000) | AID 1794746
# HCC-2998 = HCC-2998 colon cancer | actives 4.7% (n = 79,000) | AID 1794799
# An asterisk follows results filed as active; . = not tested or not shown; & = joins results of further samples; [ ] = dose if it differs, or a comment. Rule for the calls: active = growth percent below 10; inactive = the rest.
# Every second line gives: SW-620	SNB-75	HT29	HCT-116	KM12	SNB-19	SF-268	HCT-15	HCC-2998
- C/C(=N/NC(N)=S)c1ccc(Nc2nc(SCC(C)C)nc(-c3ccccc3)c2C#N)cc1
  113	129	108	108	107	105	123	102	116
- CCOC(=O)Cc1cnn(C)c1-n1nnc2ccc(Cl)cc2c1=O
  104	88	108	95	105	95	105	102	107
- O=C(Cc1csc2ccccc12)NCC1CC1
  98	88	103	95	107	97	105	96	105
- CCCCCCCn1cc2c(Nc3cccc(Br)c3)ncnc2n1
  95	99	113	102	100	85	107	97	100
- CC1(C)CC[C@]2(C(=O)OC(=O)[C@]34CCC(C)(C)C[C@@H]3C3=CC[C@@H]5[C@@]6(C)CCC(=O)C(C)(C)[C@@H]6CC[C@@]5(C)[C@]3(C)CC4)CC[C@]3(C)C(=CC[C@@H]4[C@@]5(C)CCC(=O)C(C)(C)[C@@H]5CC[C@]43C)[C@H]2C1
  70[100 µM]	16[100 µM]	45[100 µM]	41[100 µM]	67[100 µM]	63[100 µM]	63[100 µM]	74[100 µM]	98[100 µM]
- Fc1ccc(-n2cc(CSc3nnc(Cn4c(C(F)(F)F)nc5ccccc54)o3)nn2)cc1
  74	101	114	94	95	104	95	96	108
- C=C(C)[C@@H]1CC[C@]2(C(=O)O)CC[C@]3(C)[C@H](CC[C@@H]4[C@@]5(C)C[C@@H](CC#CC#CC[C@@H]6C[C@]7(C)[C@H]8CC[C@@H]9[C@H]%10[C@H](C(=C)C)CC[C@]%10(C(=O)O)CC[C@@]9(C)[C@]8(C)CC[C@H]7C(C)(C)[C@H]6OC(C)=O)[C@H](OC(C)=O)C(C)(C)[C@@H]5CC[C@]43C)[C@@H]12
  93	88	104	100	100	95	98	99	103
- CCC(c1ccccc1)C(CC)c1ccc(O)cc1 (stereo not drawn)
  98	86	91	76	90	139	92	83	94
- C/C(=N/NC(=S)NC1CCCCC1)c1sc(Nc2ccccc2)nc1C
  103	96	117	93	92	100	95	92	115
- Cc1cc(Cl)c2c(Cl)ccc(Cl)c2n1
  114	95	102	100	108	107	99	95	116
- COc1cc(/C=C2\C(=O)N(c3c(Cl)cccc3Cl)c3ccccc32)cc(OC)c1O
  31	62	23	16	28	52	41	31	45
- CNC(=O)NC(C)(C)C
  110	95	109	113	104	101	106	98	100
- Oc1c(Cl)cc(Cl)c2ccc(CN3CCCCC3)nc12
  30	83	48	21	31	44	42	27	65
- CC1=C2C(=C[C@@](C)(COCOCCCl)[C@@H]2O)C(=O)[C@](C)(O)C12CC2
  0.6*	-53*	-12*	13	0.9*	-24*	-9.7*	-39*	-92*
- C=C1c2c(C)nn(-c3ccc(O)cc3)c2N(C)C23C[C@@H]1C1(C)c4c(C)nn(-c5ccc(O)cc5)c4N(C)C(C)(C[C@H]12)C3 (stereo partly drawn)
  31	64	17	8.9*	21	49	48	11	45

# Grouped by structure: the entries above with a carbonyl joined to an NH by a bond outside any ring (two)
# Every second line gives: SW-620	SNB-75	HT29	HCT-116	KM12	SNB-19	SF-268	HCT-15	HCC-2998
- O=C(Cc1csc2ccccc12)NCC1CC1
  98	88	103	95	107	97	105	96	105
- CNC(=O)NC(C)(C)C
  110	95	109	113	104	101	106	98	100

# Part of the list above in another layout:
compound: Cc1cc(Cl)c2c(Cl)ccc(Cl)c2n1
- SW-620 = 114
- SNB-75 = 95
- HT29 = 102
- HCT-116 = 100
- KM12 = 108
- SNB-19 = 107
- SF-268 = 99
- HCT-15 = 95
- HCC-2998 = 116
compound: COc1cc(/C=C2\C(=O)N(c3c(Cl)cccc3Cl)c3ccccc32)cc(OC)c1O
- SW-620 = 31
- SNB-75 = 62
- HT29 = 23
- HCT-116 = 16
- KM12 = 28
- SNB-19 = 52
- SF-268 = 41
- HCT-15 = 31
- HCC-2998 = 45

# The listing continues:
# Every second line gives: SW-620	SNB-75	HT29	HCT-116	KM12	SNB-19	SF-268	HCT-15	HCC-2998
- O=C(O)C1(C(=O)O)c2ccccc2-c2c1c1c3ccccc3[nH]c1c1c2[nH]c2ccccc21
  106	65	80	74	68	98	87	74	91
- CC(C)CC(=O)CCCc1ccccn1
  106	98	106	95	101	101	102	99	98
- CCc1ccccc1-n1c(N)c(C#N)c(-c2ccccc2Cl)c(C#N)c1=O
  99	85	89	83	141	111	117	95	107
- O=C(CSc1nnc(-c2cc(Cl)cc(Cl)c2Cl)o1)c1ccc(Cl)cc1
  104	89	108	84	95	105	103	113	81
- CC(Oc1ccc(C(=O)NS(C)(=O)=O)cc1C(F)(F)F)c1ccc(Oc2ccccc2)cn1 (stereo not drawn)
  89	75	108	98	88	96	92	69	97
- CCCCn1c(-c2cccc(OC)c2)nc2cc(OC)c(OC)cc2c1=O
  102	96	110	89	108	90	95	103	103
- O=C(O)/C=C\c1cc2c(cc1[N+](=O)[O-])OCO2
  106	104	108	102	107	102	105	101	101
- CS(=O)(=O)c1ccc(-c2nc3ccccn3c2/C=N/N=C(N)N)cc1
  109	96	104	106	102	106	100	100	94
- CC(C)(C)n1nnnc1C(NC12CC3CC(CC(C3)C1)C2)c1c(F)cc(F)cc1F (stereo not drawn)
  105	92	101	95	102	100	92	100	112
- CCCCCCCCCCCCCCCCOC(=O)C(CCSC)NCNc1ccc(S(=O)(=O)c2ccc(NCNC(CCSC)C(=O)OCCCCCCCCCCCCCCCC)cc2)cc1 (stereo not drawn)
  92	97	95	93	97	99	102	95	106
- COc1ccc(CCN2CCCn3c2nc2ccccc2c3=O)cc1
  27	18	12	14	15	.	57	22	8.4*
- O=c1[nH]c2cc([N+](=O)[O-])ccc2c2ccccc12
  101	96	.	92	107	83	105	80	95
- CC1(C)OCC(C2OC3OC(C)(C)OC3C2OS(C)(=O)=O)O1 (stereo not drawn)
  110	93	92	104	102	111	105	100	100
- O=C1/C(=C/c2ccc(OCc3ccc(F)cc3)cc2)Oc2cc(O)ccc21
  95	79	104	64	74	63	101	66	102
- Cc1[nH]nc2c(=S)[nH]c(=O)[nH]c12
  103	90	108	105	107	101	104	103	106

# (continued)
# Every second line gives: SW-620	SNB-75	HT29	HCT-116	KM12	SNB-19	SF-268	HCT-15	HCC-2998
- COc1ccc(C2=NN(C(=O)c3ccc(S(C)(=O)=O)cc3)C(c3ccc(OC)cc3)C2)cc1 (stereo not drawn)
  108	89	81	91	101	102	98	93	108
- CCOC(=O)c1c(C)oc2ncnc(Nc3ccc(C(=O)Nc4ccc(OC)cc4)cc3)c12
  112	87	81	85	96	108	102	89	114
- CN1CCC[C@]2(C)[C@H]3CC[C@@H]4[C@@H]5[C@H]6OC[C@@]5(CCC6(C)C)CC[C@@]4(C)[C@]3(C)CC[C@H]2C1(C)C
  23	89	22	15	79	85	103	24	46
- O=C(CCCCCCCN1CC(=O)N2[C@@H](c3ccc(Br)cc3)c3[nH]c4ccccc4c3C[C@H]2C1=O)NO
  67	74	97	52	93	89	107	104	98
- C(=Nc1ccccc1)C1=C(Nc2ccccc2)CCC1
  100	93	111	94	101	101	104	97	112
- COc1ccc(N=Nc2c(-c3ccc(Cl)cc3)n[nH]c2C(F)(F)F)cc1
  96	93	96	106	84	95	105	96	92
- C=C(C)[C@@H](/C=C/[C@@H](C)[C@H]1CC[C@H]2C3=CC[C@H]4C[C@@H](O)CC[C@]4(C)[C@H]3CC[C@]12C)CC
  113	88	90	102	119	100	108	109	109
- CCn1c(Cc2ccccc2Nc2c(Cl)cccc2Cl)nnc1SCC(=O)Nc1cccc(OC)c1
  85	86	69	67	88	79	82	79	100
- Cc1nc2cc(-n3c(-c4ccc(F)cc4)nc4ccccc4c3=O)ccc2n1Cc1ccccc1
  12	6.2*	-24*	-19*	19	38	8.0*	3.4*	62
- Cc1nc2sc3c(c2c(C)c1Br)NC(c1ccccc1O)NC3=O (stereo not drawn)
  95	79	82	95	90	97	93	88	109
- CCCC(C)(C#N)c1ccc(OC)cc1 (stereo not drawn)
  105	83	102	97	105	92	101	98	116
- N#CC1=C(N)Oc2n[nH]c(-c3ccccn3)c2C1c1cccs1 (stereo not drawn)
  105	94	97	98	103	97	108	91	101
- O=C1C(=O)c2c(nc3ccc(C(F)(F)F)cn23)-c2ccccc21
  -60*	-97*	-9.9*	-75*	-62*	-84*	-79*	-67*	-90*
- N#CCCN1CCC(N)=NC1=NC#N
  109	90	102	102	98	105	111	114	102
- COc1ccc2c(c1)[nH]c(=O)c1c3cccnc3cn21
  20	40	8.6*	15	14	33	27	14	22

# Other structures:
# Every second line gives: SW-620	SNB-75	HT29	HCT-116	KM12	SNB-19	SF-268	HCT-15	HCC-2998
- CNNc1ncnc2c1cnn2-c1ccc(S(N)(=O)=O)cc1
  99	104	95	100	92	105	106	103	99
- COc1ccc(/C=c2\c(=O)n(-c3ccccc3)c3nnc(-c4ccccn4)n23)cc1
  100	92	105	110	104	99	97	105	107
- CN(C)CCN1CCC(Cc2ccccc2)CC1
  101	70	99	97	108	.	104	95	98
- CCOC(=O)NN(C(=O)OCC)c1c(C)cccc1C
  99	117	101	113	108	100	119	108	100
- O=C(CSc1nc(-c2ccccc2)cc(=O)[nH]1)Nc1nc(-c2ccc(Cl)cc2)cs1
  110	101	115	98	98	103	96	99	106
- COc1ccccc1NC(=O)n1c(=O)cc(C)c2ccc(O)cc21
  109	101	106	107	101	106	106	104	96
- C=CCOC(=O)[C@@H]1CCCN1C(=O)CN
  97	.	91	86	105	93	128	91	119
- O=C(c1cc(-c2ccccc2)nc2ccccc12)N1N=C(c2ccccc2)CC1c1cc(-c2ccccc2)nn1-c1ccccc1 (stereo not drawn)
  100	79	94	75	80	75	71	71	98
- COc1ccc(C2=C(c3cccc(OC)c3)C(=O)c3ccc(C)nc3C2=O)cc1
  24	24	88	11	29	44	48	19	85
- COc1ccc2c(c1)sc1nc(-c3ccccc3)c(-c3c(OC)cccc3OC)n12
  86	82	84	63	71	87	99	63	55
- Cn1cc(-c2cc3ncnc(Nc4ccc(CC(=O)Nc5ccc6c(c5)OCCO6)cc4)c3s2)cn1
  49	76	26	57	27	81	63	50	106
- O=C(Nc1cccnc1)c1ccc2ccc3ccc(C(=O)Nc4cccnc4)nc3c2n1
  11	41	7.4*	4.8*	5.8*	13	16	20	3.4*
- Nc1cc(-c2c[nH]c3ccc(Cl)cc23)nc2cc(-c3c[nH]c4ccccc34)nn12
  -80*	19	-60*	-84*	-70*	-59*	9.7*	-87*	-81*
- N#CC(OC(=O)c1ccccc1)c1ccccc1 (stereo not drawn)
  99&106	86&84	103&113	100&102	105&108	102&109	97&108	101&105	97&100
- COc1ccc([C@H]2C(C(=O)c3ccc(Cl)cc3)C3(N[C@@H]2c2ccccc2)C(=O)Nc2ccc(Br)cc23)cc1 (stereo partly drawn)
  7.9*	16	-51*	1.7*	-5.8*	20	19	0.6*	-41*

# The list goes on:
# Every second line gives: SW-620	SNB-75	HT29	HCT-116	KM12	SNB-19	SF-268	HCT-15	HCC-2998
- C[C@H]1CC[C@H]2O[C@]2(C)CC/C=C\CC(=O)C1
  80	93	104	87	88	100	95	94	110
- NC(=O)CN1C(=O)C2C3CCC(C3)C2C1=O (stereo not drawn)
  98	102	101	104	96	102	98	99	124
- Nc1c(C(=O)c2ccc(F)cc2)sc2nc3c(cc12)CCCC3
  81	86	66	72	66	95	87	58	77
- ClC1=CN(C2=NCCC2)CC1
  106	85	100	110	114	102	107	101	110
- CC1CCC2N(C1)CC1C(C(O)C(O)C3(O)C1CC14OC5(O)C(O)CCC1(C)C5CC(O)C34)C2(C)O (stereo not drawn)
  103	98	118	106	99	101	101	107	140
- O=C(O)c1cccnc1Sc1nc2ccc(Cl)cc2c(=O)n1Cc1ccccc1
  101	82	105	94	101	92	106	100	104
- Clc1ccc2c(c1)c(-c1ccccc1)nc1nncn12
  116	98	104	106	103	109	96	108	113
- CS(=O)(CCCCN=C=S)=NC(=O)c1c(F)c(F)c(F)c(F)c1F (stereo not drawn)
  75	97	90	86	54	90	101	59	94
- CC(C)(Sc1cc(C(C)(C)C)c(O)c(C(C)(C)C)c1)Sc1cc(C(C)(C)C)c(O)c(C(C)(C)C)c1
  102	101	97	100	105	112	111	103	.
- CN1C(=O)N(C)C2(c3ccccc3)NN3C(=O)C=C(c4ccccc4)SC3=NC12c1ccccc1 (stereo not drawn)
  104	99	125	93	91	82	95	85	115
- COc1ccc(NC(=O)Nc2cnn(-c3ccc(S(N)(=O)=O)cc3)c2-c2ccc(OC)cc2)cc1
  105	55	101	105	101	117	101	105	113
- Nc1ccc(S(=O)(=O)Nc2ncc(O)cn2)cc1
  92	97	113	101	109	102	124	101	89
- CC1CCCCN1CCOc1ccccc1Cc1ccccc1 (stereo not drawn)
  96	90	91	88	101	103	102	99	98
- COc1ccc2oc(=O)cc(/C=N\Nc3nc(-c4ccc(Cl)cc4Cl)cs3)c2c1
  95	84	101	88	103	91	97	87	98
- CN=C(NC)NCc1ccccc1
  104	98	106	107	.	113	112	107	102

# Next part.
# Every second line gives: SW-620	SNB-75	HT29	HCT-116	KM12	SNB-19	SF-268	HCT-15	HCC-2998
- COc1cc(O)c(C(C)=O)c(OC)c1
  108	93	115	97	106	101	101	99	102
- Clc1ccccc1-c1nc(-c2c[nH]c3ncccc23)cs1
  101[100 µM]	95[100 µM]	107[100 µM]	70[100 µM]	65[100 µM]	102[100 µM]	91[100 µM]	100[100 µM]	93[100 µM]
- CCN(CC)CCCC(C)Nc1c(-c2ccccc2)cnc2cc(Cl)ccc12 (stereo not drawn)
  70	132	-34*	36	65	101	78	30	73
- CNc1nc2ncn(C)c2c(=O)[nH]1
  96	81	98	100	87	113	95	74	91
- S=c1[nH]nc(-c2cc(-c3ccncc3)n(-c3ccccc3)n2)n1-c1ccccc1
  111	105	113	107	106	115	117	108	104
- CCC(=O)c1cc([N+](=O)[O-])c(Br)s1
  35	96	42	1.1*	94	100	97	61	93

# Assay outcomes as filed in PubChem.

# Hits appear at their usual frequency. About 11% of those tested had a hit in this group.
